MC4R ag barr = agonists of human melanocortin 4 receptor (MC4R) beta-arrestin | P32245 | AID 540308 | activation, % at 8.9 µM | U2OS MC4R beta-arrestin complementation, luminescence; percent of melanotan II response, DMSO zero | 360,000 tested, 0.98% active;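 active = activation above a per-plate cutoff, the mean activation of sample wells on that plate plus 3 SD, cut at about 8% in these data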
Exocytosis inh = lytic granule exocytosis inhibition; TALL-104 LAMP-1 surface exposure, flow cytometry; cells stimulated with thapsigargin and PMA; inhibition, % at 10 µM; 360,000 tested, 0.66% active; AID 651702;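 active = inhibition above about 55%, limit read from the data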
m5-HT2A agonist = agonists of mouse serotonin 5-HT2A receptor (HTR2A); AID 624169; CHO-K1 mHTR2A beta-arrestin complementation, luminescence; percent of 30 µM serotonin response; activation, % at 7.6 µM; 360,000 tested, 0.66% active;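 active = activation above a run cutoff, the mean activation of all tested compounds plus 3 SD, cut at about 14% in these data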;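 note: 0% = plate median of compound wells and 100% = 30 µM serotonin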
H9c2 protect = modulators protecting cardiomyocytes from myocardial damage. H9c2 cardiomyocytes, H2O2 injury protection, ATPLite, 2 h. protection from H2O2 cell death, % at 20 µM. 360,000 tested, 0.63% active. AID 588492;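 active = compounds giving at least 50% protection of heart cells from peroxide-induced death in the single-dose screen, raw or plate-pattern-corrected value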;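 note: 0% = DMSO wells with peroxide and 100% = DMSO wells without peroxide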
ABCB6 inh MLPCN = human ABCB6 transporter inhibition. K562-ABCB6 porphyrin accumulation, flow cytometry, 1 h; hits give low values. fluorescence ratio to DMSO, % at 10 µM. 360,000 tested, 0.19% active. AID 602162;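 active = fluorescence ratio to DMSO below 75%, the collection mean minus 3 SD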;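 note: signal is porphyrin accumulated inside mitochondria; 100% equals median channel fluorescence of DMSO control wells; lower ratio means ABCB6 inhibition with less porphyrin fluorescence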
Target sequence (Q9NP58 whole entry, looked up): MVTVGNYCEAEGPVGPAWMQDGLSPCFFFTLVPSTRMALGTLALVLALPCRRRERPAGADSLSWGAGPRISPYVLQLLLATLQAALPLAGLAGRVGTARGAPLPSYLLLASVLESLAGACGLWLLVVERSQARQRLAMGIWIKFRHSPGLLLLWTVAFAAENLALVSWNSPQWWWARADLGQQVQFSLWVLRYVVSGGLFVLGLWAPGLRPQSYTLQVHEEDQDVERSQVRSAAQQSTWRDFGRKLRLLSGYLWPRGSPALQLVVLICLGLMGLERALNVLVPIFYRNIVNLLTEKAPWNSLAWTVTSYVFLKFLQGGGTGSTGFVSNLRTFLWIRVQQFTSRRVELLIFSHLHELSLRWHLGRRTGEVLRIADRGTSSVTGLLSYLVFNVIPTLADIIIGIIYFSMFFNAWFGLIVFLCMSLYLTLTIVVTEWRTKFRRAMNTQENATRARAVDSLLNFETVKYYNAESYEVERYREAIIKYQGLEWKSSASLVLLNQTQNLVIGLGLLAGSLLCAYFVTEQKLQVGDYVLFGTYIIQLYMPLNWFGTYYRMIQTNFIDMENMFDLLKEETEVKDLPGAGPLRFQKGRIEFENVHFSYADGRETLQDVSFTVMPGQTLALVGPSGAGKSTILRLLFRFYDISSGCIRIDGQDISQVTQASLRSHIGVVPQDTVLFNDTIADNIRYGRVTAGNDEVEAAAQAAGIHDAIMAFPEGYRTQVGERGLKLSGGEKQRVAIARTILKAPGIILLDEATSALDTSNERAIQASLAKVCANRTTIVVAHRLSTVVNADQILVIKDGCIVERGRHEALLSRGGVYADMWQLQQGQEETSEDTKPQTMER
CaV13 ICDI inh = Primary screen for inhibitors of IQ motif and Ca2+-dependent inactivation inhibitor domain binding in CACNA1D, Förster resonance energy transfer in living cells, …; HEK cells, CFP/YFP FRET ICDI-IQ, plate reader, 10 min; percent FRET-ratio fall versus neutral wells; inhibition, % at 12.3 µM; 340,000 tested, 0.098% active; AID 743397;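 active = mean replicate inhibition of at least 30% and at least 1% of replicates passing that level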;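 note: 0% = median of the neutral control wells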
Glyco luc inh = N-linked glycosylation inhibition; D54 ERlucT glycosylation luciferase reporter, 24 h; percent of 100 nM tunicamycin response; reporter increase, % at 12.5 µM; 360,000 tested, 0.23% active;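 active = mean luciferase reporter signal, scaled so untreated is 0 and the glycosylation-blocking control 100, at or above a set limit in every replicate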;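 note: luciferase carries N-glycosylation sites so blocking glycosylation raises the light; 0% = median of neutral control wells and 100% = median of 100 nM tunicamycin wells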
PDI inh = blocks human protein disulfide isomerase activity; inhibition, % at 10 µM; PDI insulin aggregation turbidity, A650, 90 min; AID 588391; P07237; 350,000 tested, 0.052% active;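 active = mean inhibition across replicates of 30% or more, whatever share of single replicates reach that level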;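 note: absorbance from insulin aggregation driven by PDI reduction with DTT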
ABHD5-PLIN5 inh = blocks binding of human ABHD5 to perilipin-5. inhibition, % at 4 µM. 360,000 tested, 0.78% active. Q00G26+Q8WTS1. Split G. princeps luciferase complementation, luminescence, 4 h;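 active = inhibition above the mean inhibition across every tested compound plus 3 SD, cut at about 22% in these data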;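 note: 0% = DMSO only wells and the 100% control is not disclosed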
MC4R antag cAMP = antagonists of human melanocortin 4 receptor (MC4R). MC4R-expressing cells, MTII-stimulated cAMP, LANCE TR-FRET. 360,000 tested, 0.48% active. inhibition, % at 6.5 µM;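 active = inhibition above its plate's cutoff, the mean of tested wells on that plate plus 3 SD, cut at about 29% in these data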;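 note: 0% = Melanotan II alone and 100% = Melanotan II plus saturating MCL0020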
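material = U2OS cells stably expressing human melanocortin 4 receptor (MC4R) | also added = Melanotan II challenge | dosing = single nominal compound dose of 6.5 µM | detection = TR-FRET with Eu-cAMP and labeled anti-cAMP, 671 nm | replication = singlicate | timing = compound 30 min, challenge 1 h, detection 1 h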
* marks the source's active call; other numbers are inactive results.

CCOC(=O)CNC(=O)CSc1nnc(NC(=O)c2ccc(C)cc2)s1 was read as MC4R ag barr -2.6, Exocytosis inh -1.4, m5-HT2A agonist 2.2, H9c2 protect -29.4, ABCB6 inh MLPCN 97.0, CaV13 ICDI inh -3.2, Glyco luc inh -16.8, PDI inh -8.2, ABHD5-PLIN5 inh 4.2 and MC4R antag cAMP -0.4.
For CC(C)(Cl)C1Cc2cc3ccc(=O)oc3cc2O1 (centres undefined) the results were MC4R ag barr 0.6, Exocytosis inh 1.0, m5-HT2A agonist -0.7, H9c2 protect -7.1, ABCB6 inh MLPCN 97.0, CaV13 ICDI inh -6.6, Glyco luc inh 3.1, PDI inh -12.3, ABHD5-PLIN5 inh -4.8 and MC4R antag cAMP -2.8.
For COC(=O)C1=C(CSc2nncn2C)NC(=O)NC1c1cc(C)ccc1C (centres undefined) the results were MC4R ag barr -1.0, Exocytosis inh -1.0, m5-HT2A agonist -3.1, H9c2 protect 8.2, ABCB6 inh MLPCN 97.0, Glyco luc inh -0.4, PDI inh -0.2, ABHD5-PLIN5 inh 1.8 and MC4R antag cAMP 11.6.
Screening CC(=O)c1c(C)[nH]c(C(=O)OCc2ccccc2F)c1C returned MC4R ag barr -0.2, Exocytosis inh -1.0, m5-HT2A agonist 0.4, H9c2 protect -10.1, ABCB6 inh MLPCN 98.0, CaV13 ICDI inh 6.1, Glyco luc inh 2.1, PDI inh -1.4, ABHD5-PLIN5 inh 0.9 and MC4R antag cAMP 4.7.
For O=C1CCC[C@@H]2Cc3nc4cc5c(cc4cc3[C@@H]3CCN1[C@H]23)OCO5 the results were MC4R ag barr -0.8, Exocytosis inh -7.8, m5-HT2A agonist 6.6, H9c2 protect -6.5, ABCB6 inh MLPCN 97.0, CaV13 ICDI inh -11.5, Glyco luc inh 5.2, PDI inh 1.0, ABHD5-PLIN5 inh 4.5 and MC4R antag cAMP -0.3.
Screening O=C(NCCc1nc(-c2ccccc2)no1)c1ccco1 returned MC4R ag barr -1.1, Exocytosis inh 9.2, m5-HT2A agonist -2.9, H9c2 protect 1.0, ABCB6 inh MLPCN 99.0, CaV13 ICDI inh -5.9, Glyco luc inh 2.5, PDI inh 2.8, ABHD5-PLIN5 inh -1.4 and MC4R antag cAMP 11.9.
Screening C=CCn1c(SCC(=O)CC(=O)OCC)nc2cc(C(=O)N3CCC(C(N)=O)CC3)ccc2c1=O returned MC4R ag barr 3.4, Exocytosis inh -1.2, m5-HT2A agonist 4.3, H9c2 protect 2.9, ABCB6 inh MLPCN 100.0, CaV13 ICDI inh -6.7, Glyco luc inh -0.1, PDI inh 4.3, ABHD5-PLIN5 inh 1.7 and MC4R antag cAMP 24.1.
O=C(CNC(=O)c1ccco1)N/N=C/c1c[nH]c2ccccc12 was read as MC4R ag barr -2.4, Exocytosis inh -2.7, m5-HT2A agonist 1.7, H9c2 protect 1.6, ABCB6 inh MLPCN 96.0, CaV13 ICDI inh 0.1, Glyco luc inh 2.5, PDI inh 17.1, ABHD5-PLIN5 inh -0.4 and MC4R antag cAMP -6.2.
CC(=O)Nc1cc(NC(C)=O)cc(C(=O)NCC2(N3CCOCC3)CCCCC2)c1 was read as MC4R ag barr -0.9, Exocytosis inh -0.4, m5-HT2A agonist -5.9, H9c2 protect 13.3, ABCB6 inh MLPCN 99.0, CaV13 ICDI inh -5.0, Glyco luc inh 1.2, PDI inh -1.0, ABHD5-PLIN5 inh 7.7 and MC4R antag cAMP 12.9.
`C=C(C)CSc1nnc2n(C)c(=O)c3c4c(sc3n12)CCC4` gave MC4R ag barr 0.4, Exocytosis inh -5.9, m5-HT2A agonist 4.7, H9c2 protect 13.4, ABCB6 inh MLPCN 100.0, CaV13 ICDI inh -5.3, Glyco luc inh -5.2, PDI inh -7.5, ABHD5-PLIN5 inh 4.2 and MC4R antag cAMP 18.6.
`O=C(CSc1nc2c(cnn2-c2ccc(F)cc2)c(=O)[nH]1)Nc1nccs1` gave MC4R ag barr -0.6, Exocytosis inh 2.0, m5-HT2A agonist 4.2, H9c2 protect 12.2, ABCB6 inh MLPCN 99.0, CaV13 ICDI inh -3.8, Glyco luc inh 0.3, ABHD5-PLIN5 inh -1.1 and MC4R antag cAMP 14.0.
For CCOC(=O)C1CCCN(S(=O)(=O)c2ccc(OC)c3ccccc23)C1 (centres undefined) the results were MC4R ag barr -3.6, Exocytosis inh -0.9, m5-HT2A agonist -5.2, H9c2 protect -4.2, ABCB6 inh MLPCN 101.0, CaV13 ICDI inh -4.9, Glyco luc inh -0.1, PDI inh 6.5, ABHD5-PLIN5 inh -10.1 and MC4R antag cAMP -6.3.
`C=CCNCCCOc1ccc(Cl)cc1C(C)(C)C` gave MC4R ag barr 1.7, Exocytosis inh 7.3, m5-HT2A agonist 0.0, H9c2 protect -0.2, ABCB6 inh MLPCN 95.0, CaV13 ICDI inh -1.2, Glyco luc inh -1.9, PDI inh 20.1, ABHD5-PLIN5 inh -0.4 and MC4R antag cAMP 1.3.
Screening Cc1nc(N)c(C#N)c(-c2ccccc2)c1C returned MC4R ag barr -2.3, Exocytosis inh 0.0, m5-HT2A agonist 1.5, H9c2 protect -10.9, ABCB6 inh MLPCN 105.0, CaV13 ICDI inh 0.5, Glyco luc inh -2.2, PDI inh 6.9, ABHD5-PLIN5 inh -1.4 and MC4R antag cAMP 5.4.
Screening CC(C)(C)c1ccc(NC(=S)NCc2cccnc2)cc1 returned MC4R ag barr -1.4, Exocytosis inh -4.9, m5-HT2A agonist -5.1, H9c2 protect -4.4, ABCB6 inh MLPCN 95.0, CaV13 ICDI inh 7.5, Glyco luc inh 2.0, PDI inh -1.4, ABHD5-PLIN5 inh 7.9 and MC4R antag cAMP 5.4.
For CSc1cccc(NC(=S)N2CCCN(Cc3cccc(Cl)c3)C2)c1 the results were MC4R ag barr 1.9, Exocytosis inh 3.9, m5-HT2A agonist -10.8, H9c2 protect 10.3, ABCB6 inh MLPCN 95.0, CaV13 ICDI inh -7.6, Glyco luc inh -0.4, PDI inh 6.2, ABHD5-PLIN5 inh 12.9 and MC4R antag cAMP 8.7.
`Cn1cc(/C=C(\NC(=O)c2ccccc2)C(=O)N2CCOCC2)c2ccccc21` gave MC4R ag barr -2.1, Exocytosis inh 0.1, m5-HT2A agonist 2.0, H9c2 protect 5.6, ABCB6 inh MLPCN 93.0, CaV13 ICDI inh -3.5, Glyco luc inh 0.7, PDI inh -4.2, ABHD5-PLIN5 inh -14.4 and MC4R antag cAMP 1.3.
CSc1nc2ccc(Cl)cc2[nH]1 was read as MC4R ag barr -1.4, Exocytosis inh -1.6, m5-HT2A agonist 4.6, H9c2 protect -1.2, ABCB6 inh MLPCN 88.0, CaV13 ICDI inh -4.2, Glyco luc inh -3.8, PDI inh 5.8, ABHD5-PLIN5 inh -1.9 and MC4R antag cAMP 2.9.
For Cc1cccc(N2CCN(C(=O)c3csc4ccccc34)CC2C)c1 (centres undefined) the results were MC4R ag barr -1.4, Exocytosis inh 0.6, m5-HT2A agonist -5.2, H9c2 protect -3.8, ABCB6 inh MLPCN 101.0, CaV13 ICDI inh -19.4, Glyco luc inh 0.1, PDI inh 15.9, ABHD5-PLIN5 inh -1.0 and MC4R antag cAMP 2.6.
Cc1ccc(-c2nc(C(Cl)Cl)c3ccccc3n2)cc1 was read as MC4R ag barr 2.3, Exocytosis inh 7.6, m5-HT2A agonist 5.7, H9c2 protect -4.0, ABCB6 inh MLPCN 95.0, CaV13 ICDI inh -1.8, Glyco luc inh -12.8, PDI inh 1.0, ABHD5-PLIN5 inh 1.1 and MC4R antag cAMP 2.7.
Screening CCC1CCCCN1C(=O)/C=C/c1ccc2c(c1)OCO2 (centres undefined) returned MC4R ag barr 0.3, Exocytosis inh -1.8, m5-HT2A agonist 5.7, H9c2 protect 3.5, ABCB6 inh MLPCN 103.0, CaV13 ICDI inh -3.1, Glyco luc inh -1.2, PDI inh 2.0, ABHD5-PLIN5 inh 1.0 and MC4R antag cAMP 14.6.
`O=C(NCCCc1ccccc1)c1cccc(S(=O)(=O)N2CCOCC2)c1` gave MC4R ag barr -1.7, Exocytosis inh -5.3, m5-HT2A agonist 15.4*, H9c2 protect -1.1, ABCB6 inh MLPCN 97.0, CaV13 ICDI inh -2.3, Glyco luc inh -1.7, PDI inh -2.9, ABHD5-PLIN5 inh 0.8 and MC4R antag cAMP 13.4.
Cc1oc(C(N)=O)cc1COc1ccc(C(N)=O)cc1 was read as MC4R ag barr -2.1, Exocytosis inh 0.1, m5-HT2A agonist 4.0, H9c2 protect -0.9, ABCB6 inh MLPCN 98.0, CaV13 ICDI inh -2.5, Glyco luc inh 0.0, PDI inh 12.0, ABHD5-PLIN5 inh 6.2 and MC4R antag cAMP -4.1.
O=C(NCSC1=NCCS1)c1ccccc1 was read as MC4R ag barr -0.7, Exocytosis inh -0.9, m5-HT2A agonist 2.9, H9c2 protect 0.5, ABCB6 inh MLPCN 113.0, CaV13 ICDI inh -2.9, Glyco luc inh -0.2, PDI inh -2.9, ABHD5-PLIN5 inh -5.4 and MC4R antag cAMP -1.5.
For CCCC1CCc2c(sc(N)c2C(N)=O)C1 (centres undefined) the results were MC4R ag barr 1.5, Exocytosis inh 2.2, m5-HT2A agonist -1.7, H9c2 protect 2.0, ABCB6 inh MLPCN 105.0, Glyco luc inh 3.7, PDI inh -3.7, ABHD5-PLIN5 inh -14.7 and MC4R antag cAMP 11.9.
Screening CC(NC(=O)c1ccc(Br)o1)C1CCCO1 (centres undefined) returned MC4R ag barr 0.1, Exocytosis inh 2.6, m5-HT2A agonist -0.9, H9c2 protect -6.7, ABCB6 inh MLPCN 92.0, CaV13 ICDI inh -2.8, Glyco luc inh -2.6, PDI inh 7.9, ABHD5-PLIN5 inh 1.6 and MC4R antag cAMP 5.1.
`COC(=O)c1cc(C(=O)NCc2ccc3c(c2)OCO3)cc([N+](=O)[O-])c1` gave MC4R ag barr 0.7, Exocytosis inh -6.1, m5-HT2A agonist -3.3, H9c2 protect 1.2, ABCB6 inh MLPCN 98.0, CaV13 ICDI inh -20.2, Glyco luc inh 1.0, PDI inh -4.4, ABHD5-PLIN5 inh -10.1 and MC4R antag cAMP 3.2.
COc1ccccc1N1CCN(/N=C/c2cc(OC)c(OC)c(OC)c2)CC1 was read as MC4R ag barr -0.3, Exocytosis inh -1.3, m5-HT2A agonist 1.2, H9c2 protect 0.5, ABCB6 inh MLPCN 96.0, CaV13 ICDI inh -9.0, Glyco luc inh 1.2, PDI inh -3.6, ABHD5-PLIN5 inh -4.9 and MC4R antag cAMP 19.3.
`CCOC(=O)CN1CC(C)(C)N(CC(=O)OCC)CC1(C)C` gave MC4R ag barr -2.4, Exocytosis inh 8.1, m5-HT2A agonist -2.7, H9c2 protect -1.1, ABCB6 inh MLPCN 93.0, CaV13 ICDI inh -8.5, Glyco luc inh -0.9, PDI inh -66.5, ABHD5-PLIN5 inh 1.6 and MC4R antag cAMP -2.0.

Assay outcomes deposited in PubChem by several laboratories.
